High-throughput results from PubChem BioAssay.
PAFAH1B3 inh – inhibitors of human PAFAH1B3. AID 492972. inhibition, % at 3.39 µM. recombinant PAFAH1B3, FP-rhodamine probe, fluorescence polarization. hit rate 0.28% among 340,000. Q15102;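 active = inhibition above the screen-wide average of all tested compounds plus 3 SD, cut at about 25% in these data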;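 also: 0% = enzyme with DMSO only and 100% = wells lacking PAFAH1B3 protein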
Target sequence (Q15102 whole entry, looked up): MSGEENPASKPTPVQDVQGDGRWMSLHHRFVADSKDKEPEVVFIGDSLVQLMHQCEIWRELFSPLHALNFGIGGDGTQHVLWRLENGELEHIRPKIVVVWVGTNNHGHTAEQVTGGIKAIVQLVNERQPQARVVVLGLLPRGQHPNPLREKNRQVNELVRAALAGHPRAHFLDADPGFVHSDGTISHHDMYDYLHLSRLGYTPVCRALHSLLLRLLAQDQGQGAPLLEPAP
PAFAH2 inh – inhibitors of human PAFAH2 | recombinant PAFAH2, FP-rhodamine activity probe, fluorescence polarization | hit rate 0.99% among 340,000 | inhibition, % at 3.39 µM;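 active = inhibition above the mean over all tested compounds plus 3 SD, cut at about 30% in these data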;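 also: inhibitors block probe labeling of enzyme so polarization drops; 0% = enzyme with DMSO and 100% = wells lacking PAFAH2 protein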
PAFAH1B2 inh – blocks human PAF acetylhydrolase 1b catalytic subunit 2. P68402. recombinant PAFAH1B2, FP-rhodamine activity probe, fluorescence polarization. inhibition, % at 3.39 µM. hit rate 1.2% among 340,000;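 active = inhibition above the mean of all tested compounds plus 3 SD, cut at about 24% in these data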;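 also: 0% = enzyme with DMSO and 100% = wells lacking PAFAH1B2; many of its hits are not listed in these tables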
Target sequence (P68402 whole entry, looked up): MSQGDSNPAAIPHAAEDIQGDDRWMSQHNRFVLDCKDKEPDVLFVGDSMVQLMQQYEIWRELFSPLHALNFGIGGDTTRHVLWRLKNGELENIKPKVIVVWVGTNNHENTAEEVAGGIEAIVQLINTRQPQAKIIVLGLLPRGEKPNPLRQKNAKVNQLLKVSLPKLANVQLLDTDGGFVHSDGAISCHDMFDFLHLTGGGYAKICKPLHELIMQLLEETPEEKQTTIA
* marks the source's active call; other numbers are inactive results.

SMILES	PAFAH1B3 inh	PAFAH2 inh	PAFAH1B2 inh
OCC1OC(n2cnc3c(SCc4ccccc4)nc(F)nc32)C(O)C1O (stereo not drawn)	12	-8	5
CCOCCCNC(=O)/C(C#N)=C/c1cc(Br)c(O)c(Br)c1	12	2	1
COCCn1nnnc1C(c1ccccc1Cl)N1CCN(c2ccccc2OC)CC1 (stereo not drawn)	3	-4	2
COc1ccc(C2NC(=O)NC(C)=C2C(=O)OC2CCC(C)CC2)cc1 (stereo not drawn)	3	-3	9
Cc1ccc(-c2ccc(CCC(=O)O)n2-c2cccc(C(=O)O)c2)cc1	4	14	6
C#CCOCCOCCOCCNc1nc(N2CCN(C(=O)[C@H](C(C)C)n3cc(CCO)nn3)CC2)nc(N2CCN(C(=O)[C@H]([C@@H](C)CC)n3cc(CCC(=O)O)nn3)CC2)n1	5	-5	5
CC(=O)Nc1ccc(C(=O)COC(=O)C2CC2C)c(F)c1 (stereo not drawn)	4	2	3
COc1ccccc1C(=O)Nc1c[nH]c(=O)[nH]c1=O	-5	10	-5
CC(CCc1ccc(O)cc1)N1CCC(Oc2ccc(C(=O)N3CCCC3)cc2)CC1 (stereo not drawn)	-1	2	-4
COc1cc(N=Nc2ccc(C)cc2S(N)(=O)=O)c(C)cc1N	8	4	5
COc1c2c(cc(O)c1C(C)=O)OC(C)(C)C=C2	4	5	-3
CN1CCC(N(C)C(=O)c2ccc(Cl)c(S(=O)(=O)N3CCOCC3)c2)CC1	2	5	-1
CCOC(=O)CC1=CCc2c1ccc(OC)c2OC	3	1	-2
CCN(c1ccccc1)S(=O)(=O)c1ccc(OC)c(NC(=O)C2=NN(c3ccccc3)C(=O)CC2)c1	10	-2	3
Cc1ncc(CO)c(CNc2ccc(Oc3ccccc3)cc2)c1O	2	-8	2
O=C(C1=C(O)C(=O)N(CCN2CCOCC2)C1c1cccc(O)c1)c1cc2ccccc2o1 (stereo not drawn)	7	1	9
Cc1nc(C)c(-c2csc(Nc3ccc(O)c(C(=O)O)c3)n2)s1	17	13	6
Clc1ccc(CNc2ncccn2)cc1	9	3	15
Cc1ccccc1N=C1NC(=O)C(CO)(CO)S1	6	-5	-2
Cc1ccc(Cl)cc1N(CC(=O)NC(C)c1ccccc1)S(C)(=O)=O (stereo not drawn)	7	-7	9
CN(C(=O)C=Cc1ccccc1)c1ccccc1	7	3	4
O=C1C2CCCN2C(=O)N1CCN1CCN(c2cccc(C(F)(F)F)c2)CC1 (stereo not drawn)	8	3	-1
O=c1c(-c2ccco2)[n+]([O-])c2ccccc2n1OCc1ccccn1	-2	0	2
CCN(C(=O)CSc1nnc(-c2ccccc2OC)n1N)c1c(N)n(Cc2ccccc2)c(=O)[nH]c1=O	6	7	4
C=C(C1=CCN(S(=O)C(C)(C)C)[C@H]1CCO)c1ccccc1 (stereo partly drawn)	3	3	0
CCOC(=O)c1sc(/N=C/Nc2nc(C)c(C(=O)OCC)s2)nc1C	1	-12	-3
Cc1cc(C)nc(Nc2cccc(Cl)c2)n1	7	-9	-1
CCc1nnc(NC(=O)COc2ccc(N(C)S(=O)(=O)c3ccc(C)cc3)cc2)s1	7	5	4
CC(C)OCCCNc1ncnc2c1nc1n2CCCC1	6	-1	8
C=CCn1c(N2CCCC2)nc2c1c(=O)n(C)c(=O)n2C	7	-154	2
COC(=O)C1CCN(C(=O)c2ccc3nccnc3c2)CC1	13	12	1
COc1ccc(Br)cc1CNc1ccccc1	8	0	4
CN(Cc1ccccc1)C(=O)c1cccc(NC(=O)Cc2ccc(NC(=O)C3CCN(C(=O)C4CCC4)CC3)cc2)c1	12	1	2
COc1nc2ccccc2nc1N1CCN(c2ccc(F)cc2)CC1	10	5	4
Cc1cc(=O)c(C(=O)O)c(C)n1-c1ccccc1	5	-1	0
COc1cccc(OC)c1NC(=O)C1CCCN1C(=O)Nc1ccccc1Cl (stereo not drawn)	8	-5	-3
CC(=O)Nc1ccc(S(=O)(=O)N2CCC(NC(=O)C(Cc3ccccc3F)NC(C)=O)CC2)cc1 (stereo not drawn)	-2	0	6
Cc1c(-c2ccccc2Br)nc2ccccc2c1C(=O)O	5	5	1
CCOc1ccc2oc(C(=O)OCC(=O)N(CC(C)C)c3c(N)n(Cc4ccccc4)c(=O)[nH]c3=O)c(C)c2c1	0	-1	-2
Cc1ccc2[nH]cc(CCNC(=O)C3CCCCC3)c2c1	4	-4	1
Cc1ccc(C(C#N)N2CCOCC2)cc1 (stereo not drawn)	0	-1	0
CCc1nn(C(CC)C(=O)NCC(C)c2ccccc2)c(=O)c2cc3occc3n12 (stereo not drawn)	8	9	7
O=[N+]([O-])c1ccc(N/N=C/c2sc(N3CCOCC3)nc2-c2ccccc2)c(S(=O)(=O)Nc2ccc(Cl)cc2)c1	-1	3	-9
COc1cc(-c2cc(=O)c3c(C)cc(O)cc3o2)cc(OC)c1OC	12	4	9
COc1ccc(C(=O)Nc2ccc(N3CCCC3)cc2)cc1OC	4	-5	1
COc1ccc(NC(=O)CSc2nc(N)cc(=O)[nH]2)cc1S(=O)(=O)N1CCCCC1	4	-7	-1
CCCCCCCCNCCS(=O)(=O)NCc1ccc(OC)cc1	2	-7	5
Cc1ccc(S(=O)(=O)NCC(=O)OCC(=O)c2ccc(S(=O)(=O)N3CCCCC3)cc2)cc1C	-3	0	3
CCOc1ccccc1NC(=O)/C=C/c1ccc(S(=O)(=O)N2CCOCC2)cc1	3	8	2
COc1cc(Br)cc(Br)c1OCC(=O)N/N=C/c1c(C)n(C)n(-c2ccccc2)c1=O	5	3	4
Nc1nc(COC(=O)CCC(=O)c2ccccc2)nc(Nc2ccccc2)n1	8	5	4
CC(C)c1ccc(OCC(=O)N2CCN(C(=O)c3ccco3)CC2)cc1	2	2	3
COc1ccc([N+](=O)[O-])cc1NCC(=O)Nc1cccc(S(=O)(=O)N2CCCC2)c1	2	3	3
O=C(CCCc1ccccn1)c1cccc2ccccc12	-7	-2	0
Nc1ccc(C(=O)N2N=C(c3ccc(F)cc3)CC2(O)C(F)(F)F)cc1 (stereo not drawn)	12	4	5
Cc1ccc(NC(=O)CCC(=O)NNC(=O)c2cccs2)cc1C	5	-2	1
O=C(COC(=O)c1cccc(S(=O)(=O)N2CCCCCC2)c1)NCc1ccc(Cl)cc1	2	10	3
CC(=O)N1C(=O)/C(=C2\SC(=S)N(NS(=O)(=O)c3ccc(C)cc3)C2=O)c2ccccc21	5	7	9
Cc1nn(-c2ccc(NC(=O)c3ccncc3)cc2)c(C)c1Cl	10	-6	8
O=C(c1ccc(Br)c(S(=O)(=O)N2CCOCC2)c1)N1CCN(C/C=C/c2ccccc2)CC1	11	5	5

Full records, quoted from the list. Screens in order: PAFAH1B3 inh | PAFAH2 inh | PAFAH1B2 inh
COc1cc(-c2cc(=O)c3c(C)cc(O)cc3o2)cc(OC)c1OC is listed as 12 | 4 | 9
CCN(c1ccccc1)S(=O)(=O)c1ccc(OC)c(NC(=O)C2=NN(c3ccccc3)C(=O)CC2)c1 is listed as 10 | -2 | 3

Other results follow.
SMILES	PAFAH1B3 inh	PAFAH2 inh	PAFAH1B2 inh
CCCCCCCCNS(=O)(=O)CCNCc1ccccc1OC	0	2	12
Nc1ccc(N=Nc2ccc(O)cc2)c(N)n1	-2	-6	-1
COc1ccc(Cl)cc1NC(=O)c1cccc([N+](=O)[O-])c1O	10	9	10
O=C(COC(=O)c1cccc(S(=O)(=O)N2CCCC2)c1)Nc1ccccc1Cl	3	29	-1
CCOc1ccc(/C(O)=C2/C(=O)C(=O)N(c3ccccn3)C2c2ccc(Cl)cc2)c(C)c1 (stereo not drawn)	13	4	3
CCCCCCC(O)(c1ccc(OC)cc1)C(CN1CCOCC1)c1ccccc1 (stereo not drawn)	-1	1	4
CCCCC(=O)NC(c1ccc(OC)c(OC)c1)c1ccc2cccnc2c1O (stereo not drawn)	4	3	-2
CCN(CC)c1ccc(C(=C2C=CC(=[N+](CC)CC)C=C2)c2ccccc2)cc1	13	11	3
Cc1ccc(C)c2[nH]c(=O)c(C(c3nnnn3C(C)(C)C)N3CC=C(c4ccc(F)cc4)CC3)cc12 (stereo not drawn)	-2	-1	1
CC(C)[C@H](NC(=O)c1cccc(S(=O)(=O)N2CCOCC2)c1)C(=O)OCC(=O)Nc1cccc(Br)c1	5	13	7
CCCC(CC)Sc1nc2c([nH]1)c(=S)n(C)c(=O)n2C (stereo not drawn)	7	7	12
O=C(NNC(=O)c1ccco1)Nc1ccccc1	1	1	2
Cc1cccc(C)c1NC(=O)CN1CCN(C(=O)CN2C(=O)NC3(CCCCC3C)C2=O)CC1 (stereo not drawn)	6	5	-3
Cc1csc2nc(=O)c3ccccc3n12	2	4	-3
O=C(CNC(=O)c1ccccc1)Sc1ccccc1	5	3	5
CN(C)c1ccc(C(C(=O)NCc2ccccc2)N(Cc2cccnc2)C(=O)c2snc(C(N)=O)c2N)cc1 (stereo not drawn)	4	-3	-1
O=P(Nc1ccccc1)(Nc1ccccc1)c1ccccc1	4	4	5
CC(C)(C)NC(=O)/C(=C\c1ccco1)NC(=O)c1ccco1	2	-4	2
COc1ccccc1COC(=O)CN1C(=O)NC2(CCCCC2C)C1=O (stereo not drawn)	3	4	5
COCC(=O)N(C)[C@H]1C[C@H]2c3cc(-c4ccccc4)ccc3CCN2C(=O)[C@H]1[C@H](C)O	6	1	5
CN(C)CCNc1ccc(CO)c2sc3ccc(O)cc3c(=O)c12	0	-2	1
O=C(CCc1ccccc1)NCc1ccncc1	0	6	-3
C=CCN1CC(=O)N2C(c3ccccc3)c3[nH]c4ccccc4c3C[C@H]2C1=O (stereo partly drawn)	0	17	5
COCC(=O)N/N=C\c1cccc(OC)c1OC/C=C/c1ccccc1	0	-3	4
CCCN1C(=O)/C(=C/c2c(NCCCOCC)nc3c(C)cccn3c2=O)SC1=S	-6	-11	-4
O=c1cc(C=NNc2ccccc2)[nH]c(=O)[nH]1	7	0	-1
COc1cc2c(cc1OC)C(=O)CCC2	2	1	0
COc1cccc(C=NNC(=O)C(C)SC(C)C(=O)NN=Cc2cccc(OC)c2)c1 (stereo not drawn)	5	1	0
CCCSC1=N/C(=C\c2ccc([N+](=O)[O-])o2)C(=O)S1	17	40*	7
CCCCC1C(=O)NN(c2ccccc2)C1=O (stereo not drawn)	0	18	3
CCCCN(Cc1ccccc1)S(=O)(=O)c1cc2c(cc1Br)CC(C)N2C(C)=O (stereo not drawn)	6	-1	3
COC(=O)C1C=CC(OC2OC(COC(C)=O)C(OC(C)=O)C(OC(C)=O)C2OC(C)=O)n2c(=O)n(-c3ccccc3)c(=O)n21 (stereo not drawn)	4	0	1
Cc1ccc(C(=O)NC2CCN(C(=O)NC3CCCCC3)CC2)cc1	-1	3	-1
Cc1ccc(C(=O)N2CCN(C)CC2)cc1S(=O)(=O)N1CCCCC1	13	-6	5
COCC(=O)N1CCC2CC1c1cc(Cl)ccc12 (stereo not drawn)	5	-2	8
O=c1[nH]c2c(c(=O)[nH]1)OCN(Cc1ccccc1)C2	16	2	2
O=C(OCC(=O)N(CCc1ccccc1)Cc1ccccc1)c1ccc(F)c(S(=O)(=O)N2CCOCC2)c1	6	3	0
Cc1ccc(S(=O)(=O)N(C)c2ccccc2C(=O)Nc2ccc(F)cc2F)cc1	-1	9	7
O=C(COC(=O)c1c(F)cccc1F)Nc1ccc2c(c1)OCO2	2	10	-4

Structures shown so far that have a Cl atom, in the order listed:
SMILES	PAFAH1B3 inh	PAFAH2 inh	PAFAH1B2 inh
COCCn1nnnc1C(c1ccccc1Cl)N1CCN(c2ccccc2OC)CC1 (stereo not drawn)	3	-4	2
CN1CCC(N(C)C(=O)c2ccc(Cl)c(S(=O)(=O)N3CCOCC3)c2)CC1	2	5	-1
Clc1ccc(CNc2ncccn2)cc1	9	3	15
Cc1ccc(Cl)cc1N(CC(=O)NC(C)c1ccccc1)S(C)(=O)=O (stereo not drawn)	7	-7	9
Cc1cc(C)nc(Nc2cccc(Cl)c2)n1	7	-9	-1
COc1cccc(OC)c1NC(=O)C1CCCN1C(=O)Nc1ccccc1Cl (stereo not drawn)	8	-5	-3
O=[N+]([O-])c1ccc(N/N=C/c2sc(N3CCOCC3)nc2-c2ccccc2)c(S(=O)(=O)Nc2ccc(Cl)cc2)c1	-1	3	-9
O=C(COC(=O)c1cccc(S(=O)(=O)N2CCCCCC2)c1)NCc1ccc(Cl)cc1	2	10	3
Cc1nn(-c2ccc(NC(=O)c3ccncc3)cc2)c(C)c1Cl	10	-6	8
COc1ccc(Cl)cc1NC(=O)c1cccc([N+](=O)[O-])c1O	10	9	10
O=C(COC(=O)c1cccc(S(=O)(=O)N2CCCC2)c1)Nc1ccccc1Cl	3	29	-1
CCOc1ccc(/C(O)=C2/C(=O)C(=O)N(c3ccccn3)C2c2ccc(Cl)cc2)c(C)c1 (stereo not drawn)	13	4	3
COCC(=O)N1CCC2CC1c1cc(Cl)ccc12 (stereo not drawn)	5	-2	8

Not all compounds are listed (hit frequency here may not be typical).
